Luc counter – Kinase-Glo luciferase inhibition (counter-screen) | Q27757 | Kinase-Glo luciferase, ATP luminescence, 8 min | Potency, µM (series often up to 38.3 µM), inactives show at the top dose activity change, negative = inhibition, most hits filed as inhibitors | hit rate 0.28% among 200,000; note: potency is the fitted concentration of half-maximal effect; % is set by controls: 0 for no effect and ±100 for the full control effect; nearly all actives have a fitted effect of over 60% in size
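Inhibition of Kinase-Glo luciferase light generation was assessed at 10 uM ATP in pH 7.2 imidazole buffer, with luminescence measured after eight minutes at ambient temperature.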
HTT ATP protect – Huntington cell model cytoprotection by ATP luminescence | Potency, µM (highest dose often 56.4 µM), without a hit: cytoprotection (ATP increase), hits mostly activators | PC12 HTT-Q103 induced, cytoprotection, ATP luminescence, 40 h | hit rate 0.14% among 230,000;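 note: potency is the fitted concentration of half-maximal effect; % of control where 0% means no effect; nearly all actives have a fitted effect of over 45% in size; toxic huntingtin expression switched on by the ecdysone agonist tebufenozide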
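Compounds added alongside 100 nM tebufenozide, which induces toxic Q103 huntingtin exon 1-GFP in stable PC12 cells; surviving cells quantified by luminescent ATP measurement. Medium: phenol red-free DMEM, 5% equine and 5% calf serum.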
LMNA splice mod – changes lamin A minigene splicing in HeLa cells; AID 1487; Potency, µM (titrated, usually from 46.1 µM), inactives show at the top dose ratio change, negative = inhibition, actives largely listed as inhibitors; hit rate 0.01% among 200,000; HeLa LMNA splicing GFP/RFP minigene ratio, 48 h; active = well fitted inhibition curve with a large enough effect in the signal ratio, with a control signal flat, not every such curve was filed as active; inconclusive = small, poorly fitted or top-dose-only effect, or effect the other way, or a change in a side signal; the % refers to the signal ratio; note: potency is the fitted concentration of half-maximal effect; % is set by controls: 0 for no effect and ±100 for the full control effect
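S3 HeLa cells stably expressing lamin A-EGFP splicing minigene plus DsRed2, 600 cells/well, 48 h compound exposure at 37C. Laser-scanning cytometry; analysed as GFP (500-530 nm)/RFP (575-640 nm) total intensity ratio; 0.5% DMSO vehicle.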
IMPase Li cell – cell-permeable IMPase inhibitors with lithium potentiation | AID 1457 | hit rate 0.35% among 210,000 | Potency, µM (top dose mostly 59.4 µM), inactives show at the top dose activity, negative = IMPase inhibition, usual class: inhibitors | CHO-M1 cells, IP1 TR-FRET (IP-One), carbachol + lithium;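 note: IP1 builds up when IMPase is blocked and the TR-FRET signal falls; potency is the fitted concentration of half-maximal effect; plate controls were basal vehicle for no effect and high inhibitor control for full effect; nearly all actives have a fitted effect of over 50% in size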
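Concentration–response in CHO-M1 cells, lithium-potentiated; 30 min at 37C. IP1 detected by competitive TR-FRET after 10 min lysis at RT. Hill-fitted AC50.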
HttQ103 aggreg – mutant huntingtin aggregation inhibition. AID 1688. hit rate 1.1% among 220,000. Potency, µM (doses to about 46.1 µM), inactives show at the top dose activity change, negative = inhibition, most hits filed as inhibitors. PC12 HttQ103-GFP aggregates, Acumen cytometry, 40 h; note: potency is the fitted concentration of half-maximal effect; % is set by controls: 0 for no effect and ±100 for the full control effect; nearly all actives have a fitted effect of over 60% in size
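Compounds (qHTS titration) were added to PC12 cells expressing an ecdysone-driven HTT exon 1 Q103–GFP fusion after induction with 100 nM tebufenozide. Aggregate formation was measured as GFP objects in cell lysates.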
SMN2 splice up – SMN2 splice variant enhancement. HEK293 SMN2-luciferase splicing reporter, luminescence, 30-36 h. Potency, µM (highest dose often 46.1 µM), inactives show top-dose activity change, positive = activation, hits mostly activators. hit rate 2.8% among 210,000. AID 1458; note: potency is the fitted concentration of half-maximal effect; % of control where 0% means no effect; nearly all actives have a fitted effect of over 55% in size
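HEK293 cells carry an SMN2 minigene-luciferase reporter in which exon 7 inclusion puts luciferase in frame. Cells were seeded at 2000 cells/well, attached for 10-12 hours, then exposed to compounds for 30-36 hours at 37C before ONE-Glo luminescence.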
CBFb RUNX1 block – blocks binding between human CBF-beta and RUNX1. Q01196+Q13951. AlphaScreen CBFb-His/RUNX1-biotin binding, biochemical. Potency, µM (top dose mostly 59.8 µM), without a hit: at the highest dose activity, negative = inhibition, actives largely listed as inhibitors. 230,000 tested, under 10 active; note: % of control where 0% means no effect
Target sequence (Q01196 whole entry, looked up): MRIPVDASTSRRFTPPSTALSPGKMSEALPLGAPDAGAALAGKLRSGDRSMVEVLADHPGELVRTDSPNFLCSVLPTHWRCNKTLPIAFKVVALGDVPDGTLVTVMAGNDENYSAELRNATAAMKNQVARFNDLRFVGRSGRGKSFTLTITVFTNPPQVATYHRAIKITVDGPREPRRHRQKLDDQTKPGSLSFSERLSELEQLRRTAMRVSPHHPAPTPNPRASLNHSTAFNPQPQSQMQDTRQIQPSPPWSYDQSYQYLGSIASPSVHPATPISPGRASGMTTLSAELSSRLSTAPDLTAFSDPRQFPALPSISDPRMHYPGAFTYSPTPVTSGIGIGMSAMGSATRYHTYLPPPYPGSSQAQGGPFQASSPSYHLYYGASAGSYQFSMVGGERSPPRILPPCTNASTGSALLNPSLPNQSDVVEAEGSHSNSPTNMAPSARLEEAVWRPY
Target sequence (Q13951 whole entry, looked up): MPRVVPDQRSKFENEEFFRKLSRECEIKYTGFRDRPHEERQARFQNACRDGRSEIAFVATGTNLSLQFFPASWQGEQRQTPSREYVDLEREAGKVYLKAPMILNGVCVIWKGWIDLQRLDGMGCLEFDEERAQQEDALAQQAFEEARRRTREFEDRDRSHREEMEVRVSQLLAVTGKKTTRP
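CBF-beta (His) and RUNX1 (biotin), 30 nM each; 20 min preassociation; + compound, 15 min; + beads 50 ng each (Ni, streptavidin), 90 min; RT; AlphaScreen read.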
* hit, by the source's call; ? = inconclusive; · = not tested or not shown; & = joins results of further samples; [ ] = dose if it differs, or a comment. Unless noted, calls come from the whole dose curve; as a rule, active = well fitted curve in the direction sought with a large enough effect; inconclusive = small, poorly fitted or top-dose-only effect, or another doubt; inactive = no such curve, though single readings can be large; an effect the other way counts as inactive or inconclusive.

SMILES	Luc counter	HTT ATP protect	LMNA splice mod	IMPase Li cell	HttQ103 aggreg	SMN2 splice up	CBFb RUNX1 block
COc1cc(CN2CCCC(C)C2)cc([N+](=O)[O-])c1O (stereo not given)	-1%	0%	1%	-2%[38.3 µM]	19%	8%	-4%
COc1ccc(/C(C)=N\NS(C)(=O)=O)c(OC)c1	-9%	·	1%	0%	-4%	7%	-1%
CCC[C@@H]1C[C@@]1(CCC)C(NC(=O)c1cccs1)c1ccc(Cl)cc1 (stereo not given in full)	-5%	-7%	·	6%	·	-21%	13%
CCN1CCN(Cc2ccc(NC(=O)Nc3ccccc3OC)cc2)CC1	4%	12%[10 µM]	-13%	35%[activator][38.3 µM]	-1%	·	0%
CCOC(=O)N1CCC(NC(=O)C(C)n2c3ccccc3c3cnn(C)c(=O)c32)CC1 (stereo not given)	2%	-11%	-6%	-10%[38.3 µM]	3%	-3%	6%
Cn1cnc(S(=O)(=O)Nc2ccc(C(F)(F)F)cc2)c1	-3%	2%[10 µM]	11%	17%[38.3 µM]	-20%	-17%	8%
C/C(=N\N=C(c1ccccc1)c1ccccc1)c1ccco1	0%	-31%	7%[46 µM]	24%	0%	1%	8%
CCc1ccccc1NC(=O)c1cnc2scc(C)n2c1=O	2%	0%	-3%	13%	-23%	?	3%
Cn1c(=O)[nH]c2ncn(C)c2c1=O	-2%&-3%	8%	?	25%&-8%&4%	·	8%&-2%&-5%	17%&18%
NC(=O)/C(=N\O)c1ccccc1	-1%	-24%	0%	14%[38.3 µM]	2%	12%	2%
N/C(=N\OC(=O)c1cnn(-c2ccccc2)c1C(F)(F)F)c1ccc(C(F)(F)F)cc1	·	3%[10 µM]	?	·	-2%[9.22 µM]	·	10%
O=C1NC2(CCC3(CC2)OCCO3)NN1c1ccccc1	-2%	-21%	?	-4%	5%	-11%	3%
COc1cccc(OC)c1C(=O)Nc1nc2ccc([N+](=O)[O-])cc2s1	0%	-29%	?	-5%	-3%	-1%	-18%
Cc1ccc(NC(=O)c2cc(-c3ccco3)on2)cc1	4%	-36%	-3%	-18%[38.3 µM]	11%	-7%	-2%
O=C(NNC(=O)c1ccc(Cl)cc1Cl)c1cnccn1	·	25%[10 µM]	·	·	-14%[9.22 µM]	·	0%
COc1cc(NC(=O)c2nnn(Cc3ccc(SC)cc3)c2N)cc(OC)c1	2%	4%	-2%	10%[38.3 µM]	-4%	13%	-1%
CCSc1nnc(N2C(=O)CC(c3ccsc3)C3=C2CC(C)(C)CC3=O)s1 (stereo not given)	1%	23%	1%	31%[activator][38.3 µM]	2%	?	7%
Cc1oc(-c2ccccc2F)nc1CS(=O)CC(=O)NCc1cccs1 (stereo not given)	-3%	-9%	0%	-8%[38.3 µM]	21%	-4%	-1%
CCCC(=O)Nc1cc(OCC)c(NC(=O)NC2CCCCC2)cc1OCC	-1%	-6%	-6%	2%[38.3 µM]	12%	6%	2%
CCCOP(=O)(OCCC)C(NC(=O)C(C)(C)C)c1ccccc1 (stereo not given)	1%	24%[10 µM]	-8%	4%	-1%	7%	-2%
Cc1ccc(/C=C/C(=O)N2CCCN(C(=O)/C=C/c3ccc(C)cc3)CC2)cc1	0%	-11%[10 µM]	-17%	3%	20%	?	3%
CCn1ccc(-c2ccccc2)c(C#N)c1=O	2%	-2%	-12%[46 µM]	2%	-5%	1%	6%
COc1cc(C2NC(=S)NC(C)=C2C(=O)OC(C)C)ccc1OC(C)C (stereo not given)	2%	32%[1.9 µM]	-9%	5%	-11%	-14%	4%
COc1ccccc1NC(=O)C(=O)NCc1ccccc1Cl	1%	-1%[10 µM]	-2%	3%	-20%	-5%	3%
C(=N/Nc1nnc2c(n1)[nH]c1ccccc12)/c1cccnc1	-6%[7.66 µM]	-27%[10 µM]	·	3%	·	?	·
Cc1ccc2[nH]cc(CCNC(=O)Nc3ccccc3)c2c1	-2%	-1%[10 µM]	-1%	-9%[38.3 µM]	5%	-36%[inhibitor]	-6%
CCCCOC(=O)Nc1cc(C)c(Cl)cc1OC	1%	-38%	-4%	52%[activator][38.3 µM]	-7%	-4%	14%
O=C(NCCc1ccccc1)c1ccc(-n2cnnn2)cc1	0%	-3%[10 µM]	-2%	20%[38.3 µM]	26%	?	2%
CCOC(=O)c1c(CN2CCN(CCO)CC2)n(-c2ccccc2)c2cc(Br)c(O)cc12	·	-10%[10 µM]	·	·	0%[9.22 µM]	·	8%
CC(C)(C)c1cc(C(=O)NNC(=O)c2ccc(Cl)cc2)no1	·	2%[10 µM]	·	·	-9%[9.22 µM]	·	10%
CCCCCCOc1ccc(/C=c2\s/c(=C(/C#N)C(=O)NCc3ccco3)n(-c3ccccc3)c2=O)cc1	-2%	4%[10 µM]	-3%	-2%	-28%	40%	7%
CN(c1ccccn1)c1ncnc2[nH]ncc12	·	19%[10 µM]	·	·	11%[9.22 µM]	·	-2%

An excerpt from above, limited to CBFb RUNX1 block and LMNA splice mod:
structure,CBFb RUNX1 block,LMNA splice mod
CCCCCCOc1ccc(/C=c2\s/c(=C(/C#N)C(=O)NCc3ccco3)n(-c3ccccc3)c2=O)cc1,7%,-3%
CN(c1ccccn1)c1ncnc2[nH]ncc12,-2%,·

Continuation:
SMILES	Luc counter	HTT ATP protect	LMNA splice mod	IMPase Li cell	HttQ103 aggreg	SMN2 splice up	CBFb RUNX1 block
O=C(CCS(=O)(=O)c1ccc(Br)cc1)NC1CCCC1	6%	-9%	-1%	24%[38.3 µM]	3%[1.84 µM]	-6%	-16%
O=C(NCc1ccco1)c1ccc2snnc2c1	1%	5%	-10%	-1%	9%	-4%	-1%
Cc1cc2nc(C)c(Cl)c(=O)n2[nH]1	-1%	-24%	?	-1%	-5%	20%	-17%
CC(=O)C1=C(O)C(=O)N(Cc2cccnc2)C1c1ccc(O)cc1 (stereo not given)	0%	·	·	-5%	14%	?	-3%
CC1CCN(S(=O)(=O)c2ccc(Cl)cc2)CC1	-1%	13%	?	?	-14%	-13%	4%
O=C(Nc1cc(S(=O)(=O)N2CCOCC2)ccc1Cl)C(=O)c1c(-c2ccccc2)cc2ccccn12	-3%	4%	1%	5%[38.3 µM]	22%	-1%	-24%
Cc1cccc(NC(=O)CSc2nnc(CNC(=O)c3ccc(S(=O)(=O)N(C)C)cc3)n2-c2cccc(C)c2)c1	-7%	15%[10 µM]	1%	10%	13%	0%	13%
CCC1Sc2ccccc2N(CC(=O)NCc2ccc3c(c2)OCO3)C1=O (stereo not given)	2%	7%	-13%	15%[38.3 µM]	-23%	27%	-3%
CCN1CCCC(Sc2nc3c([nH]2)c(=S)n(C)c(=O)n3C)C1 (stereo not given)	·	10%[10 µM]	·	·	-26%[9.22 µM]	·	6%
COc1ccc(OC)c(NC(=O)c2cc3sccc3n2C)c1	-2%	-2%	-4%	-5%[38.3 µM]	-3%	-1%	-20%
COc1ccc(/C=C/C(=O)O)cc1S(=O)(=O)NCc1ccccc1	·	18%[10 µM]	·	·	19%[9.22 µM]	·	-7%
CCOC(=O)N1CCN(C(=O)c2ccc(Oc3ccc([N+](=O)[O-])cc3)cc2)CC1	-3%	·	·	15%	-32%	-31%[inhibitor]	24%
COc1ccc(Cn2c(=S)[nH]c3cc(C(=O)NCc4cccnc4)ccc3c2=O)cc1	-2%	-19%	?	2%	-6%	6%	18%
COCCNC(=O)C(C(=O)c1ccc(F)cc1)n1cc(C)ccc1=O (stereo not given)	2%	5%[10 µM]	5%[46 µM]	-3%	25%[9.22 µM]	-3%	2%
O=C(c1sc2ccccc2c1Cl)N(Cc1ccco1)C1CCS(=O)(=O)C1 (stereo not given)	1%	-14%[0.074 µM]	-8%	8%[38.3 µM]	-2%	-10%	-2%
Cn1c(SCC(N)=O)nnc1C1CCN(C(=O)NCc2ccccc2)CC1	-2%	14%[10 µM]	-6%	29%[38.3 µM]	0%	56%	-1%
O=S(=O)(Nc1ncccn1)c1ccc(NC(=S)NCc2cccnc2)cc1	-1%	-13%[10 µM]	·	1%	-5%[9.22 µM]	-8%	2%
COc1cc2c(cc1NC(=O)CCCCCN1C(=O)CCC1=O)oc1ccccc12	-2%	-28%	-9%	31%[38.3 µM]	?	7%	-6%
CN1CCN(c2ccc(CNS(=O)(=O)c3ccc(Cl)cc3)cc2)CC1	·	9%[10 µM]	·	·	11%[9.22 µM]	·	11%
Cc1ccc2nc(N3C(=O)C(O)=C(C(=O)c4cc5ccccc5o4)C3c3cccs3)sc2c1 (stereo not given)	-1%	-5%	?	-25%[38.3 µM]	-4%	9%	-11%
CCOc1cc(C(=O)NC(=S)Nc2ccc(Cl)c(C(=O)O)c2)cc(OCC)c1OCC	·	-6%[10 µM]	·	·	2%[9.22 µM]	·	8%
COc1ccc(NC(=S)N2CCC(C(O)(c3ccccc3)c3ccccc3)CC2)cc1	-3%	3%[10 µM]	?	8%	22%	10%	-6%
Cc1cccc([C@H]2[C@@H]3C=CC(C)C[C@@H]3C(=O)N2Cc2ccccc2)c1 (stereo not given in full)	2%[39.9 µM]	·	·	22%	·	·	?
CCn1c(SCc2ccccc2)nnc1-c1ccc(S(=O)(=O)N2CCCCC2)cc1	-1%	-5%[10 µM]	?	27%[38.3 µM]	?	-38%[inhibitor]	-5%
CC(=O)Nc1cc2c(=O)n(Cc3ccccc3)c(C)nc2cc1N1CCOCC1	1%	-6%[10 µM]	3%	-2%[38.3 µM]	19%	-15%	3%
O=C(CN1C(=O)NC(Cc2ccccc2)C1=O)Nc1ccc(F)cc1 (stereo not given)	14%	-14%	3%	0%[38.3 µM]	5%	-1%	7%

Bioassay records deposited in PubChem by National Center for Advancing Translational Sciences (NCATS).
